# Screens deposited in PubChem BioAssay by Johns Hopkins Ion Channel Center.
# TMEM16A inh = inhibitors of mouse TMEM16A calcium-activated chloride channel | Q8BHY3 | HEK293 TMEM16A/YFP iodide influx fluorescence, ionomycin | normalized B-score (activity score, 25-100; higher = stronger inhibition) at 10 µM | 310,000 compounds, 1.2% hits | AID 588511;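 active = ratio plate-corrected score three or more library SD toward inhibition, starting fluorescence score within five deviations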;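 note: score derived from kinetic fluorescence span divided by baseline fluorescence per well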
# TRPC4 act = activators of mouse TRPC4 channel; 310,000 compounds, 0.49% hits; B-score at 10 µM; HEK293 TRPC4beta/mu-opioid, Fluo4 calcium fluorescence; hits give high values;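 active = B-score above 5 SD of library B-scores, and initial fluorescence ratio not above library mean plus 5 SD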;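 note: positive B-score marks a calcium rise read as TRPC4 activation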
#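 Assay system: HEK293 stable line with TRPC4beta plus mu-opioid receptor. Times: dye 45 min RT, read 110 s. Measured by: kinetic Fluo4 calcium fluorescence. Measure: B score of integrated ratio. Controls: assay buffer as low control, maximal DAMGO as high control.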
# TRPC4 block = TRPC4 (mouse) channel inhibition. HEK293 TRPC4beta/mu-opioid, DAMGO-evoked Fluo4 calcium flux; hits give low values. Q9QUQ5. AID 2247. 300,000 compounds, 0.39% hits. B-score at 10 µM;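 active = B-score over 3 SD under the library average, no early fluorescence shift, positive overall ratio signal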
#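 Assay system: HEK293 cells with stable TRPC4beta plus mu-opioid receptor expression; Probe or stimulus: DAMGO in two steps, submaximal then maximal; Dosing: single-point compound dosing; Measured by: Fluo4 calcium-dye fluorescence, kinetic read; Read-out basis: B score from integrated Fluo4 fluorescence ratio.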
# RGS4 block = inhibitors of human RGS4; AID 463165; P49798; 310,000 compounds, 0.45% hits; B-score at 10 µM; HEK293 M3R/RGS4 inducible, Fluo-4 calcium flux; hits give high values; triggered by carbachol at its EC20;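 active = B-score, a plate-corrected calcium signal, over three deviations above library mean, with baseline fluorescence within five deviations of library mean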;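 note: RGS4 expression induced by doxycycline in cells with stable M3 receptor; B-score is computed from the integrated fluorescence ratio over baseline after carbachol; higher B-score means a larger calcium signal and so more RGS4 inhibition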
# Target sequence (P49798 whole entry, looked up): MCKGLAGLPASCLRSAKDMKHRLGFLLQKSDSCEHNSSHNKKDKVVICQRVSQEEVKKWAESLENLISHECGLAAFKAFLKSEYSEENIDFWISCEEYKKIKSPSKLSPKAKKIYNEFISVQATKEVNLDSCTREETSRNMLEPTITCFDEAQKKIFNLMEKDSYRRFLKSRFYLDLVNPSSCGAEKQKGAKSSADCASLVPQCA
# MrgX1 ag = activates human MrgX1 receptor signaling; MrgX1-HEK293 cells, Fluo-4 calcium fluorescence, agonist mode; hits give high values; Q96LB2; B-score at 10 µM; AID 588627; 310,000 compounds, 0.44% hits;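 active = calcium response B-score plate-corrected fluorescence ratio at least 3 library SD, with starting fluorescence B-score inside 5 SD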
# Target sequence (Q96LB2 whole entry, looked up): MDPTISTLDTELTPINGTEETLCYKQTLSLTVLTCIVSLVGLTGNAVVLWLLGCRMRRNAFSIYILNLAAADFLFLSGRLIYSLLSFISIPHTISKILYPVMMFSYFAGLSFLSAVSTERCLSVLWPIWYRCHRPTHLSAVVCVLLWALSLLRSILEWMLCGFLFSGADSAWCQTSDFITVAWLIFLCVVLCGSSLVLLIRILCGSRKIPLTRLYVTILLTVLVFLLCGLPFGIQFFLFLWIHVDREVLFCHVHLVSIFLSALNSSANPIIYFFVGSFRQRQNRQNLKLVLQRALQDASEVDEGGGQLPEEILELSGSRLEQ
#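 Material: MrgX1-expressing HEK293 cells; input: 15,000 cells per well; doses: test compound given as first of three sequential additions; schedule: overnight plating before 1 h dye loading; technique: Fluo-4 NW calcium-flux fluorescence, kinetic read; evaluation: baseline-normalised fluorescence change ratio, B-scored; control set: plate-wise positive and negative controls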
# TRPC4 potent = allosterically enhances the mouse TRPC4 cation channel; HEK293 TRPC4beta/mu-opioid, DAMGO EC20, Fluo-4 Ca2+ flux; hits give high values; Q9QUQ5; B-score at 10 µM; 310,000 compounds, 0.42% hits;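 active = B-score of calcium response area above 5 SD of library B-scores, with initial fluorescence ratio within 5 SD of library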;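 note: B-score of integrated fluorescence ratio over time as area under calcium response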
# TRPC6 act = activates the mouse TRPC6 cation channel; Q61143; HEK293-TRPC6 membrane potential dye fluorescence; hits give high values; B-score at 10 µM; 310,000 compounds, 0.13% hits; AID 2550;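 active = B-score of the integrated fluorescence ratio above library mean plus 3 SD, and starting fluorescence ratio within library mean plus 5 SD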;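 note: higher score means more depolarization so channel activation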
# MrgX1 antagonist = antagonists of human MrgX1 receptor. B-score at 10 µM. 310,000 compounds, 1.3% hits. Q96LB2. MRGX1-HEK293 calcium flux, Fluo-4, BAM8-22 antagonism; hits give low values;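 active = calcium-response B-score plate-corrected more than 3 library SD below zero, starting fluorescence within 5 deviations, no agonist response on first addition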;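 note: peak minus trough fluorescence over baseline after final BAM8-22 challenge near maximal dose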
# TRPC6 inh = inhibitors of mouse TRPC6 channel; HEK293-TRPC6, membrane potential dye, ACh-evoked depolarization; hits give low values; Q61143; AID 2553; 310,000 compounds, 1.1% hits; B-score at 10 µM;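 active = B-score under library mean minus 3 SD, initial fluorescence not abnormally high, positive integrated signal ratio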;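 note: B-score derived from integrated fluorescence ratio over the kinetic read; more negative B-score means stronger inhibition of depolarization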
# MrgX1 allo act = allosterically activates human MrgX1 receptor signaling; Q96LB2; MrgX1-HEK293, Fluo-4 calcium flux, FDSS; hits give high values; B-score at 10 µM; 310,000 compounds, 0.63% hits; AID 588675;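 active = plate-corrected calcium response at least 3 library SD above typical, normal starting fluorescence, not activating the receptor alone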;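 note: compound read alongside a low EC10 to EC30 dose of BAM8-22 agonist; peak minus trough fluorescence over baseline measured at the second addition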
# ANO1 activ = activators or potentiators of mouse TMEM16A chloride channel; HEK293 TMEM16A/YFP-H148Q/I152L, iodide quench fluorescence; hits give low values; B-score at 10 µM; 340,000 compounds, 0.3% hits;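 active = fluorescence-ratio B-score plate-corrected deviation score at least 3 library SD below zero, with starting fluorescence score within 5 deviations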;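 note: channel opened by trigger with iodide after compound preincubation; score built on the fluorescence ratio of max minus min over baseline; more negative score means more quench and so TMEM16A activation or potentiation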
# Active calls of the source: *; i = inactive. This is a random part of the collection; overall some 5.8% were active at least once.
nr	SMILES	TMEM16A inh	TRPC4 act	TRPC4 block	RGS4 block	MrgX1 ag	TRPC4 potent	TRPC6 act	MrgX1 antagonist	TRPC6 inh	MrgX1 allo act	ANO1 activ
1	CCOC(=O)c1sc(NC(=O)/C=C/c2cnn(CC)c2C)c(C(=O)OCC)c1C	i	i	i	i	i	i	i	i	i	i	i
2	CCC(C)NC(=O)Cn1c(=O)n(CCCCC(=O)NCc2ccco2)c(=O)c2ccccc21 (configuration not stated)	i	i	i	i	i	i	i	i	i	i	i
3	O=S(=O)(NC1CC2CCC1C2)c1ccc(Cl)cc1 (configuration not stated)	i	i	i	i	i	i	i	i	i	i	i
4	CCC1CN(C(=O)NCc2ccc(F)cc2)c2ccccc2O1 (configuration not stated)	i	i	i	i	i	i	i	i	i	i	i
5	CC(C)CNc1nc(N)c([N+](=O)[O-])c(NCc2ccccc2)n1	i	i	i	i	i	i	i	i	i	i	i
6	COc1ccc(/C=C/C(=O)OCCCN(C)C)cc1	i	i	i	i	i	i	i	i	i	i	i
7	N#C/C(=C/Nc1ccccc1F)S(=O)(=O)c1ccc(Cl)cc1	i	i	i	i	i	i	i	i	i	i	i
8	CS(=O)(=O)N(CC(=O)N1CCC(C(N)=O)CC1)Cc1ccc(Cl)c(Cl)c1	i	i	i	i	i	i	i	i	i	i	i
9	CC12C(=O)N(c3ccccn3)C(=O)C1C1C=CC2C1 (configuration not stated)	i	i	i	i	i	i	i	-5*	i	i	i
10	N#CCc1nn(Cc2ccc(F)cc2)c(=O)c2ccccc12	i	i	i	i	i	i	i	i	i	i	i
11	Cn1[nH]c(-c2ccccc2)c(/C=N/O)c1=O	i	i	i	i	i	i	i	i	i	i	i
12	CCOC(=O)C1CN(S(=O)(=O)c2ccc(C)cc2)CCN1S(=O)(=O)c1ccc(C)cc1 (configuration not stated)	i	i	i	i	i	i	i	i	i	i	i
13	COc1c(Cl)cc(-c2noc(C)c2C(=O)NC(C)C)cc1Cl	i	i	i	i	i	i	i	i	i	i	i
14	N#Cc1ccccc1NC(=O)COC(=O)c1ccc2c(c1)OCCO2	i	i	i	i	i	i	i	i	i	i	i
15	CCCCNC(=O)Nc1cc(C(F)(F)F)c[nH]c1=O	i	i	i	i	i	i	i	i	i	i	i
16	CCN1CCN(CCCNC(=O)CCCn2nc(C)c3sc4ccccc4c3c2=O)CC1	i	i	i	i	i	i	i	i	i	i	i
17	CCCCNC(=O)C1CC(=O)N(CCc2ccccc2)C1 (configuration not stated)	i	i	i	i	i	i	i	i	i	i	i
18	COC(=O)C1=C(CS(=O)(=O)c2ccccc2)NC(=O)NC1c1ccc(OC)c(OC)c1 (configuration not stated)	i	i	i	i	i	i	i	i	i	i	i
19	COc1ccc(CCNC(=S)NNC(=O)c2c(Br)c(C)nn2C)cc1OC	i	i	i	i	i	i	i	i	i	i	i
20	Cc1oc(-c2cccc(Cl)c2)nc1CN1CCC(C(=O)NCCCN2CCCC2=O)CC1	i	i	i	i	i	i	i	i	i	i	i
21	CCc1nnc(NC(=O)Cc2c[nH]c3ccccc23)s1	i	i	i	i	i	i	i	i	i	i	i
22	CNc1c(NS(=O)(=O)c2ccc(Br)cc2)c(=O)oc2ccccc12	i	i	i	i	i	i	i	i	i	i	i
23	N#Cc1ccccc1CSc1nc2ccsc2c(=O)n1Cc1ccccn1	i	i	i	i	i	i	i	i	i	i	i
24	COc1ccc(Nc2nc(N)nc(CSc3nccc(C)n3)n2)cc1	i	i	i	i	i	i	i	-9.5*	i	i	i
25	O=S(=O)(c1ccc(S(=O)(=O)N(Cc2ccco2)Cc2ccccc2Cl)cc1)N1CCCC1	i	i	i	i	i	i	i	i	i	i	-12*
26	CCN(CC)CCNc1nc(-c2ccccc2)c2c(c1C#N)CC(C)(C)OC2	i	i	i	i	i	i	i	i	i	i	i
27	CCc1ccc2[nH]c(=O)c(CN(CCCN3CCOCC3)C(=O)Nc3cccc(Cl)c3)cc2c1	i	i	i	i	i	i	i	i	i	i	i
28	CC(=O)N1CCN(S(=O)(=O)c2cccc(C(=O)OCC(=O)NC(=O)c3cccn3C)c2)CC1	i	i	i	i	i	i	i	i	i	i	i
29	O=C(Cn1cnc2sc(-c3ccccc3)cc2c1=O)N1CCOCC1	i	i	i	i	i	i	i	i	i	i	i
30	Cc1cc(NC(CC(C)C)C(=O)O)nc(Cc2ccccc2)n1 (configuration not stated)	i	i	i	i	i	i	i	i	i	i	i
31	Clc1ccccc1-c1nn2c(Cn3cnc4ccccc43)nnc2s1	i	i	i	i	i	i	i	i	i	i	i
32	O=C(NC1CCCc2ccccc21)C1CCCC1 (configuration not stated)	i	i	i	i	i	i	i	i	i	i	i
33	O=S(=O)(Nc1nc2ccccc2[nH]1)c1ccc(Cl)cc1	i	i	i	i	i	i	i	i	-8.7*	i	i
34	C/C(=N\NC(=O)c1ccc(O)cc1)c1ccc2c(c1)Nc1ccccc1S2	25*	i	i	i	i	i	i	i	i	i	i
35	CC1CCCCC1NC(=O)CO/N=C/c1ccc(OC(F)F)cc1 (configuration not stated)	i	i	i	i	i	i	i	i	i	i	i
36	Cc1ccc2nc(Cl)c(C3CC(c4cccs4)=NN3C(=O)CCCC(=O)O)cc2c1 (configuration not stated)	i	i	i	i	i	i	i	i	i	i	i
37	CCCOc1ccc(CN(C(=O)c2cccc(OC)c2)C2CCS(=O)(=O)C2)cc1 (configuration not stated)	i	i	i	i	i	i	i	i	i	i	i
38	CN(C)c1ccc(N=Nc2ccccc2C(=O)OCC(=O)N2CCCC2)cc1	i	i	i	i	i	i	i	i	i	i	i
39	CC(C)c1ccc(C2=NN(c3ccccc3)C(=O)CC2)cc1	i	i	i	i	i	11*	i	i	i	i	i
40	CCOc1ccc(CC(=O)N/N=C(\C)c2cccnc2)cc1	i	i	i	i	i	i	i	i	i	i	i
41	Fc1ccc(-c2c[nH]c(=S)n2Cc2ccccc2)cc1	i	i	i	i	i	i	i	i	i	i	i
42	CCN(CC(=O)NC1CCCC1)S(=O)(=O)c1ccc(F)cc1	i	i	i	i	i	i	i	i	i	i	i
43	Cc1ccc(S(=O)(=O)NCCC(=O)OCC(=O)NCCc2ccccc2)cc1C	i	i	i	i	i	i	i	i	i	i	i
44	Cc1cc(C)c2nc(SCC(=O)Nc3cc(C)on3)c(C)cc2c1	i	i	i	i	i	i	i	i	i	i	i
45	COc1ccc(-c2cccc(C(=O)Nc3ccc(OC)c(OC)c3)c2)cc1	i	i	i	i	i	i	i	i	i	i	i
46	O=C(NNC(=O)c1cc2cc3ccccc3nc2s1)c1ccc(F)cc1	i	i	i	i	i	i	i	i	i	i	i
47	Cc1nc(SCC(=O)NCCc2ccccc2)nc(C)c1C	i	i	i	i	i	i	i	i	i	i	i
48	O=c1c2ccccc2nc(/C=C/c2ccc([N+](=O)[O-])o2)n1CCCO	i	i	i	i	i	i	i	i	i	i	i
49	N#C/C(=C(/O)CCl)c1nnc2n1CCCCC2	i	i	i	i	i	i	i	i	i	i	i
50	COc1cc2c(C(=O)NCCCOC(C)C)cn(CC(C)C)c(=O)c2cc1OC	i	i	i	i	i	i	i	i	i	i	i
51	O=[N+]([O-])c1ccc(/C=C/c2ccc3cccc([N+](=O)[O-])c3n2)cc1	i	i	i	i	i	i	i	i	i	i	i
52	CC(=O)N1CCN(c2ccc(NC(=O)c3cccc(Cl)c3Cl)cc2)CC1	i	i	i	i	i	i	i	i	i	i	i
53	Cc1ccc(NC(=O)/C(=C\c2cccnc2)NC(=O)c2ccccc2)cc1	i	i	i	i	i	i	i	i	i	i	i
54	Cc1c(Br)c([N+](=O)[O-])nn1CC(=O)N1CCN(C23CC4CC(CC(C4)C2)C3)CC1	i	i	i	i	i	i	i	i	i	i	i
55	O=C(NC1(C(F)(F)F)NC(=O)N(Cc2ccccc2)C1=O)c1cccs1 (configuration not stated)	i	i	i	i	i	i	i	i	i	i	i
56	CC(=O)NC(Cc1ccccc1)Cc1ccccc1	i	i	i	i	i	i	i	i	i	i	i

# Later entries.
nr	SMILES	TMEM16A inh	TRPC4 act	TRPC4 block	RGS4 block	MrgX1 ag	TRPC4 potent	TRPC6 act	MrgX1 antagonist	TRPC6 inh	MrgX1 allo act	ANO1 activ
57	Cc1ccc(C2NC(=O)c3sc(=S)n(-c4ccccc4)c3N2)cc1 (configuration not stated)	i	i	i	i	i	i	i	i	i	i	i
58	CCCCCNC(=O)C(=O)C1C(=O)Nc2ccccc21 (configuration not stated)	i	i	i	i	i	i	i	i	i	i	i
59	O=C(OCCc1ccccc1)c1cc(O)c(O)c(O)c1	i	i	i	i	i	i	i	i	i	i	i
60	COc1ccc2cc(/C=C/C(=O)N3CCN(CC(=O)N4CCCCCC4)CC3)ccc2c1	i	i	i	i	i	i	i	i	i	i	i
61	CC(C)(CO)C(O)C(=O)NCCC#N (configuration not stated)	i	i	i	i	i	i	i	i	i	i	i
62	C=CCNC(=O)Nc1ccc2oc(C)nc2c1	i	i	i	i	i	i	i	i	i	i	i
63	Cc1ccc(N(C(=O)C(F)(F)F)C(C(=O)NC2CCCCC2)c2cccs2)cc1C (configuration not stated)	i	i	i	i	i	i	i	i	i	i	i
64	O=C(O)C(Cc1ccc(F)cc1)c1ccccc1 (configuration not stated)	i	i	i	i	i	i	i	i	i	i	i
65	CC(C)COC(=O)NC1c2ccccc2Oc2ccccc21	i	i	i	i	i	i	i	i	i	i	i
66	CC(=O)NCc1nc2ccccc2n1Cc1ccccc1C	i	i	i	i	i	i	i	i	i	i	i
67	Cn1c(NCCc2ccccc2)cc(=O)n(C)c1=O	i	i	i	i	i	i	i	i	i	i	i
